# Bioassay records: PubChem BioAssay, Sanford-Burnham Center for Chemical Genomics
# SENP8 block-1: inhibitors of human SENP8 protease. Q96LD8. purified SENP8, Z-RLRGG-aminoluciferin cleavage, luminescence. inhibition, % at 10 µM. hit rate 1.2% among 330,000. AID 2540; in the data active = inhibition above about 50%
# SENP7 inh: SENP7 protease inhibition; Q9BQF6; hit rate 1.5% among 330,000; recombinant SENP7, Z-RLRGG-aminoluciferin luminescence, 40 min; inhibition, % at 5 µM;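 active = inhibition above about 50% at the single test dose, limit read from the data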;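 also: plate controls were DMSO with enzyme for no effect and no enzyme buffer wells for full effect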
# NALP3 yeast inh: inhibitors of NALP3 inflammasome in yeast. AID 2825. hit rate 0.39% among 330,000. inhibition, % at 10 µM. Yeast reconstituted NLRP3/ASC/caspase-1, beta-gal luminescence, 24 h;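 active = inhibition of 50% or more; inactive = inhibition below 50%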;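 also: plate controls were induced DMSO wells for no effect and uninduced yeast grown without galactose for full effect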
# SENP1 inh: blocks the human SENP1 SUMO protease catalytic domain; Q9P0U3; inhibition, % at 10 µM; recombinant SENP1 catalytic domain, CyPet-SUMO1-YPet FRET cleavage; hit rate 0.21% among 360,000; AID 624204;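 active = inhibition at least 30% at 10 µM, raw YFP signal under a set limit, fluorescence ratio 0.5 to 1.5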;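 also: 0% = enzyme with DMSO and 100% = no enzyme wells; some results filed as inactive read as strong as hits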
#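 material = recombinant human SENP1 catalytic domain, His6-tagged | quantity = 20 pM enzyme | reagent = 25 nM SUMO1 FRET substrate | compound dosing = 10 µM single point, 0.5% DMSO | timing = 50 min enzyme reaction, room temperature, light-protected | detection = FRET, CFP and YFP emission | control set = no-enzyme low, enzyme-DMSO high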
# PfGluPho inh: PfG6PD (Plasmodium falciparum) enzyme inhibition; PfGluPho enzyme, NADPH resazurin-diaphorase fluorescence; inhibition, % at 20 µM; hit rate 0.78% among 350,000; AID 504690;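 active = inhibition reaching at least a set limit at 20 µM in the primary screen, cut at about 59% in these data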;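 also: 0% = DMSO wells with substrate and 100% = DMSO wells lacking glucose-6-phosphate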
# SENP6 inh: SENP6 protease inhibition. Recombinant SENP6 catalytic domain, aminoluciferin luminescence. inhibition, % at 10 µM. hit rate 1.8% among 330,000;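 active = inhibition above about 50% at the single tested dose, limit read from the data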;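 also: plate controls were DMSO wells with enzyme for no effect and DMSO wells lacking enzyme for full effect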
# HKDC1 inhibitor: inhibitors of human hexokinase HKDC1 | Q2TB90 | inhibition, % at 20 µM | hit rate 0.16% among 340,000 | AID 493160 | recombinant HKDC1, G6PDH/diaphorase resazurin coupled fluorescence;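 active = inhibition above about 35% when tested at 20 µM, limit read from the data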;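 also: plate controls were DMSO wells with enzyme for no effect and DMSO wells lacking enzyme for full effect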
#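 Test system: HK5 enzyme. Quantity: 5 µg/mL HK5 final. Reagent: glucose and ATP substrates. Schedule: 90 min reaction incubation at room temperature, dark. Technique: resazurin-to-resorufin fluorescence via G6PDH and diaphorase coupling, 525/613 nm. Control set: DMSO wells with and without enzyme mix.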
# Apaf1 inhib: human Apaf-1 inhibition. O14727. reconstituted apoptosome caspase-3 activity, DEVD-Rh110 fluorescence. inhibition, % at 20 µM. hit rate 0.71% among 330,000; active = inhibition of at least 40% at 20 µM;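 also: plate controls were DMSO wells for no effect and DEVD-CHO caspase inhibitor wells for full effect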
# Target sequence (O14727 whole entry, looked up): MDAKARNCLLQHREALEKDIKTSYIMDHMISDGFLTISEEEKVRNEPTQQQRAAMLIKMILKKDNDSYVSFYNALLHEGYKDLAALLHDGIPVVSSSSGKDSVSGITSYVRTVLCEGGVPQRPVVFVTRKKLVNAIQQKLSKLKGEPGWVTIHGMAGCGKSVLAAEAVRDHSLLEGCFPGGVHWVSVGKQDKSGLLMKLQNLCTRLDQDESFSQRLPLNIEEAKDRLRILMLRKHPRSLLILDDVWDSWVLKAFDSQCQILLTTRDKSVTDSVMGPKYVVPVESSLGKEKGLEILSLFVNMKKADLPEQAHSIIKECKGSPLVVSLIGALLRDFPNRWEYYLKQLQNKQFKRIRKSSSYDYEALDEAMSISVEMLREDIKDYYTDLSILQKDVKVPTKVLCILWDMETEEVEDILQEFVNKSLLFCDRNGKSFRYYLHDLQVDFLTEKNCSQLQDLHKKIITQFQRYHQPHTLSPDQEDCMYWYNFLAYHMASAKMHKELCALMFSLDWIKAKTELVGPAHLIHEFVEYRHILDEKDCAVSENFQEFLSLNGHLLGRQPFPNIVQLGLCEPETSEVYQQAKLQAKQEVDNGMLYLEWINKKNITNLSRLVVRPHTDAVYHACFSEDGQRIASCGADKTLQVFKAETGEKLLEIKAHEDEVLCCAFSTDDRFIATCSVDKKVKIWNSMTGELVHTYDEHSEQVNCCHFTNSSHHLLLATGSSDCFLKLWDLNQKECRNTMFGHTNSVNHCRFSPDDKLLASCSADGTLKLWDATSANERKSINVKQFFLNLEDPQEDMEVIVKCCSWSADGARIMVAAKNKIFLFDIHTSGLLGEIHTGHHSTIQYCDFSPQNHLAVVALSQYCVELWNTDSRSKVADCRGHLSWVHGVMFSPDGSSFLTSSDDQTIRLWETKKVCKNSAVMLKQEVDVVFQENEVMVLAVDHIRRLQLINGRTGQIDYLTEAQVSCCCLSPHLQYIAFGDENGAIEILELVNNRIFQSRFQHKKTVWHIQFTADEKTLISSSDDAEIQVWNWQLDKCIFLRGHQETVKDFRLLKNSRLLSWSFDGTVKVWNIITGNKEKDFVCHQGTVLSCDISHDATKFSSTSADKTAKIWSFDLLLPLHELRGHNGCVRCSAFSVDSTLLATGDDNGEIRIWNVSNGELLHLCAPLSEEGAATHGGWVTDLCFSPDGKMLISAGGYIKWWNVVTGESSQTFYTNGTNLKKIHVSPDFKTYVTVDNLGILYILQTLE
#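 detection = Rh110 fluorescence intensity | test system = biochemical Apaf-1 apoptosome reconstitution | also added = cytochrome c and DEVD-Rh110 substrate | schedule = 30 min plus 50 min, RT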
# SENP8 block-2: SENP8 (human) protease inhibition | inhibition, % at 20 µM | hit rate 0.64% among 360,000 | recombinant SENP8, Nedd8 substrate fluorescence | AID 602440; in the data active = inhibition mostly above about 40%, no sharp cut-off; inactive = mostly below about 27%
# Starred values were filed as active, the others as inactive; . = not tested or not shown. This is a random part of the collection. About 4.1% of those tested had a hit in this group.
no.	molecule	SENP8 block-1	SENP7 inh	NALP3 yeast inh	SENP1 inh	PfGluPho inh
1	O=C(O)/C=C\C(=O)Nc1cccc(C(=O)Nc2cccc(O)c2)c1	5.9	1.5	-2.7	0.1	-8.8
2	C=CCn1c(SCCOc2ccc(OC)cc2)nnc1C(CO)NC(=O)c1ccc(OC)cc1 (stereo not drawn)	3.3	4.3	6.3	-1.0	-5.9
3	CCn1c(=S)sc2c(=O)n(CC(=O)Nc3ccccc3C(F)(F)F)c(C)nc21	9.2	-4.4	10.2	4.6	-4.6
4	N#CCCN(Cc1cccnc1)C(=O)Nc1ccccc1	-8.4	-10.1	7.2	-0.5	4.6
5	Cc1ccc(-c2nnc(CSc3nc(C)nc4sc(C)c(C)c34)o2)cc1	5.0	-1.7	8.7	.	-12.1
6	COc1ccc(CCC(=O)N2CCN(S(=O)(=O)c3ccc4ccccc4c3)CC2)cc1	3.8	-0.7	18.7	2.5	-13.0
7	O=C(C=Cc1ccc(Cl)s1)c1ccc(Cl)s1	.	.	.	0.4	5.4
8	N=c1n(CCN2CCCCC2)c2ccccc2n1CC(=O)c1cccc([N+](=O)[O-])c1	-5.4	-3.2	28.9	2.5	23.6
9	O=C(CCN1C(=O)c2ccccc2S1(=O)=O)N1CCN(c2ccccc2F)CC1	-9.7	-3.2	18.8	-1.0	-1.7
10	Cn1c2c(c(=O)c3ccccc31)CCCC2	-0.2	2.1	11.9	0.6	-3.4

no.	SENP6 inh	HKDC1 inhibitor	Apaf1 inhib	SENP8 block-2
1	13.6	-3.8	4.5	-7.9
2	-21.1	-8.0	0.3	12.7
3	-29.8	-1.8	-6.1	11.6
4	-12.2	-4.4	-12.3	13.3
5	-25.9	2.0	14.2	.
6	3.2	-1.0	22.9	18.2
7	.	23.4	.	6.0
8	11.0	1.7	19.1	13.8
9	-17.6	5.2	2.9	8.5
10	7.4	-3.9	5.0	-146.8

# Some of the entries above in another layout.
1) O=C(O)/C=C\C(=O)Nc1cccc(C(=O)Nc2cccc(O)c2)c1
2) C=CCn1c(SCCOc2ccc(OC)cc2)nnc1C(CO)NC(=O)c1ccc(OC)cc1 (stereo not drawn)
3) CCn1c(=S)sc2c(=O)n(CC(=O)Nc3ccccc3C(F)(F)F)c(C)nc21
4) N#CCCN(Cc1cccnc1)C(=O)Nc1ccccc1
5) Cc1ccc(-c2nnc(CSc3nc(C)nc4sc(C)c(C)c34)o2)cc1
6) COc1ccc(CCC(=O)N2CCN(S(=O)(=O)c3ccc4ccccc4c3)CC2)cc1
7) O=C(C=Cc1ccc(Cl)s1)c1ccc(Cl)s1
8) N=c1n(CCN2CCCCC2)c2ccccc2n1CC(=O)c1cccc([N+](=O)[O-])c1
assay / entry	1	2	3	4	5	6	7	8
SENP8 block-1	5.9	3.3	9.2	-8.4	5.0	3.8	.	-5.4
SENP7 inh	1.5	4.3	-4.4	-10.1	-1.7	-0.7	.	-3.2
NALP3 yeast inh	-2.7	6.3	10.2	7.2	8.7	18.7	.	28.9
SENP1 inh	0.1	-1.0	4.6	-0.5	.	2.5	0.4	2.5
PfGluPho inh	-8.8	-5.9	-4.6	4.6	-12.1	-13.0	5.4	23.6
SENP6 inh	13.6	-21.1	-29.8	-12.2	-25.9	3.2	.	11.0
HKDC1 inhibitor	-3.8	-8.0	-1.8	-4.4	2.0	-1.0	23.4	1.7
Apaf1 inhib	4.5	0.3	-6.1	-12.3	14.2	22.9	.	19.1
SENP8 block-2	-7.9	12.7	11.6	13.3	.	18.2	6.0	13.8

# Next section
no.	molecule	SENP8 block-1	SENP7 inh	NALP3 yeast inh	SENP1 inh	PfGluPho inh
11	Cc1[nH]c2ccccc2c1C(=O)CN1C(=O)C(=O)N(C2CCCC2)C1=O	-10.8	-8.0	-11.2	3.9	-1.4
12	Cc1cc(/C(N)=N/OC(=O)Nc2ccccc2)no1	-3.6	10.8	17.8	1.7	-18.1
13	O=C(CN1CCN(S(=O)(=O)c2ccc(F)cc2)CC1)NCc1cccs1	4.9	-3.0	22.2	-2.1	-0.7
14	Cc1ccc(N(C(=O)c2ccc(S(=O)(=O)N3CCOCC3)cc2)C2C=CS(=O)(=O)C2)cc1C (stereo not drawn)	-4.0	-8.9	-2.1	0.9	-3.0
15	Cc1ccnc(NS(=O)(=O)c2ccc(NC(=O)Cc3ccc(F)cc3)cc2)n1	19.9	6.9	14.5	-1.3	-13.7
16	CCn1c(-c2ccccc2)c[nH]c1=S	5.1	-2.2	15.9	1.2	29.8
17	COc1ccc(C(=O)OCC[N+]2(C)CCOCC2)cc1	1.5	4.1	10.3	1.4	-18.1
18	CCCOc1ccc(C(=O)NC(=S)N2CCN(c3cc4c(cc3F)c(=O)c(C(=O)O)cn4CC)CC2)cc1	-5.7	1.4	7.3	0.1	-25.2
19	CC(=O)Nc1ccc(S(=O)(=O)N2CCc3cc4c(cc3C2)OCCCO4)cc1	-4.3	-18.0	-4.8	0.1	-11.4
20	COc1ccccc1-c1c(-c2ccc(OCC(=O)NN)cc2O)n[nH]c1C(F)(F)F	0.9	-3.4	4.6	-0.1	-3.1

no.	SENP6 inh	HKDC1 inhibitor	Apaf1 inhib	SENP8 block-2
11	0.2	4.9	14.8	1.6
12	1.4	-1.7	-9.2	10.0
13	-13.5	-3.0	17.5	2.6
14	-21.8	0.2	5.2	-11.3
15	11.9	-4.1	-2.7	4.7
16	-12.2	-6.8	2.0	10.4
17	-21.0	-2.8	-10.9	14.3
18	-17.7	6.6	14.4	-294.9
19	-1.5	-1.3	0.2	8.0
20	-38.8	-10.2	8.4	4.3

# Next records follow:
no.	molecule	SENP8 block-1	SENP7 inh	NALP3 yeast inh	SENP1 inh	PfGluPho inh
21	COc1ccc(C)cc1S(=O)(=O)N(C)CC(=O)N1CCC(C(N)=O)CC1	-2.2	2.7	3.7	-0.5	-16.1
22	O=C(OCC(=O)N1CCc2ccccc2C1)c1cccs1	-0.5	-1.1	20.0	1.4	-11.9
23	CC1CCCN(C(=O)C2CCCN(S(=O)(=O)c3cccc4nsnc34)C2)C1 (stereo not drawn)	-1.1	8.0	14.2	3.3	-1.4
24	Cc1ccc(-n2c(C)nnc2SCC(=O)N(C)c2c(N)n(Cc3ccccc3)c(=O)[nH]c2=O)cc1	-9.2	-10.3	10.9	-1.0	-7.3
25	CCOC(=O)CSC1=C(C#N)C(c2ccccc2OCC)C(C(=O)OCC)C(=O)N1 (stereo not drawn)	0.4	-2.0	2.0	0.3	5.5
26	Cc1nnc(SC(C)C(=O)NC2CCCCC2)[nH]c1=O (stereo not drawn)	.	.	.	0.0	-2.1
27	Cc1csc(CNc2ncnc3ccc(-c4cccnc4)cc23)c1	1.9	-0.7	14.9	1.5	1.7
28	COc1ccccc1NC(=O)c1ccc(S(=O)(=O)N2CCOCC2)cc1	5.4	2.8	-0.1	4.1	-18.4
29	Cc1cc(Oc2ccccc2)nc(SCC(N)=O)n1	2.2	3.7	-7.3	2.0	5.7
30	Cc1ccc(C)c(NC(=O)CCc2ccc(S(=O)(=O)NC3CCCCC3)cc2)c1	-0.2	-2.1	11.6	2.2	2.6

no.	SENP6 inh	HKDC1 inhibitor	Apaf1 inhib	SENP8 block-2
21	9.3	12.5	-0.4	10.9
22	-0.8	-0.3	0.7	12.5
23	3.2	-3.0	-1.1	6.8
24	-20.0	-1.4	13.8	4.4
25	0.9	-1.4	25.1	11.2
26	.	-2.6	.	5.8
27	4.0	-2.5	7.6	-179.5
28	-6.8	4.5	-3.0	24.4
29	-4.2	-1.0	-8.7	16.6
30	1.5	-4.1	14.1	13.0

# More structures:
no.	molecule	SENP8 block-1	SENP7 inh	NALP3 yeast inh	SENP1 inh	PfGluPho inh
31	O=C(O)COc1c(Cl)cc(/C=C2\NC(=O)NC2=O)cc1Br	9.7	-0.9	4.0	-1.2	-6.2
32	Cc1cc(N2CCN(C)CC2)n2cc(-c3ccc(F)cc3)nc2n1	-2.7	-13.7	-11.2	2.0	8.4
33	COc1ccc(C(CNC(=O)c2ccc(NS(=O)(=O)c3ccc(F)c(C)c3)cc2)N2CCCC2)cc1 (stereo not drawn)	.	.	.	-10.8	7.0
34	CCOc1ccc(C(=O)CCC(=O)Nc2ccccc2C)cc1	-0.8	2.5	16.3	0.5	-12.5
35	COc1ccc(NC(C)=O)cc1NC(=O)c1ccc(C#N)cc1	-0.9	-1.5	20.9	-1.2	-9.5
36	O=C(CN(CC1CCCO1)C(=O)CCC(=O)Nc1nccs1)NCC1CCCO1 (stereo not drawn)	-12.1	-6.7	14.8	2.5	-24.6
37	CCc1ccc(OCC2Cn3c(nc4c3c(=O)[nH]c(=O)n4C)O2)cc1 (stereo not drawn)	-10.3	-11.6	0.0	1.5	13.0
38	O=C(Nc1ccccc1)C1=C[C@H](c2ccc(Br)cc2)C[C@H](OCc2ccc(CO)cc2)O1	-10.4	7.3	25.8	1.3	9.5
39	CSc1ncccc1C(=O)Nc1nc2c(C)cccc2s1	-13.0	-2.8	8.4	3.3	-14.5
40	NC(=S)Nc1ccc(F)c(F)c1F	-5.3	-12.1	10.8	2.0	2.9

no.	SENP6 inh	HKDC1 inhibitor	Apaf1 inhib	SENP8 block-2
31	10.6	-4.0	-7.8	0.0
32	-11.0	-4.3	4.0	-247.0
33	.	-3.8	.	-59.5
34	-11.0	-3.5	-6.8	13.0
35	-12.1	5.4	-1.7	-2.9
36	-13.6	-8.0	-1.5	16.3
37	1.1	-8.7	2.2	2.7
38	-15.7	-0.4	15.7	3.8
39	-16.2	-5.0	-1.1	-6.9
40	-6.1	-2.1	-6.0	21.8

# (continued)
no.	molecule	SENP8 block-1	SENP7 inh	NALP3 yeast inh	SENP1 inh	PfGluPho inh
41	COc1cc(C(=O)N(Cc2ccccc2)c2cccc(C)c2)ccc1OC(F)F	-2.4	-6.2	18.8	1.4	3.8
42	Cc1ccc(CNC(=O)Cn2cccc2)cc1	7.9	-4.4	16.1	5.2	-4.1
43	CCOC(=O)C1=C(C)NC(C)=C(C(=O)OCC)C1c1ccc(O)cc1	-3.6	-7.8	-0.1	-0.4	-7.3
44	Cc1ccc(N(CC(=O)NC(C)(C)C)C(=O)CCC(=O)Nc2nccs2)cc1C	-5.8	3.1	19.1	-1.3	-8.1
45	Cc1ccc(/C(N)=N/OC(=O)COc2ccc(Cl)c(C)c2)cc1	-7.2	-1.4	3.9	1.2	-3.1
46	Cc1cc(-c2nc3ncccc3o2)ccc1NC(=O)CC(C)C	-12.9	-12.0	20.1	-3.7	4.4

no.	SENP6 inh	HKDC1 inhibitor	Apaf1 inhib	SENP8 block-2
41	-7.5	-1.0	14.3	2.0
42	-2.1	0.5	-7.0	10.5
43	-6.7	-0.5	0.4	-369.3
44	-1.7	0.0	12.2	4.2
45	-9.1	-10.5	-2.1	21.2
46	-1.8	-9.1	10.9	-390.0
